Compound activity: PubChem, National Center for Advancing Translational Sciences (NCATS)
Tb PFK inh: inhibitors of T. brucei phosphofructokinase | AID 485367 | T. brucei PFK, ADP-Glo luminescence | Potency, µM (top dose mostly 57.5 µM), for inactives: at the top dose activity, negative = inhibition, most hits filed as inhibitors | 0.17% of 330,000 active;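 further: potency means the concentration at half of the fitted maximal effect; 0% = uninhibited 1x PFK enzyme wells and -100% = no-enzyme wells; nearly all actives have a fitted effect of over 60% in size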
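ADP-Glo luminescence quantified ADP after 45 min at room temperature, with 1.25 nM T. brucei PFK, 0.1 mM ATP and 0.5 mM fructose-6-phosphate in pH 8.0 TEA buffer. qHTS titrations up to 57 µM; curves classified by quality.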
USP2a inh: blocks human ubiquitin-specific protease USP2a | O75604 | USP2 core, Ub-CHOP2 coupled fluorogenic reporter, 485/531 | Potency, µM (top dose mostly 38.3 µM), without a hit: at the top dose activity change, negative = inhibition, actives largely listed as inhibitors | 0.01% of 330,000 active;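 further: potency means the concentration at half of the fitted maximal effect; plate controls were DMSO wells for no effect and full inhibition by NEM control for full effect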
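Cell-free coupled assay: 10nM USP2 core preincubated 30min RT with compound in Tris-HCl pH 8.0/CaCl2/CHAPS buffer, then 25nM Ub-CHOP2 and 25nM reporter substrate; fluorescence (Ex 485/Em 531) read after 60min RT, normalized to NEM inhibition, concentration-response curves fitted.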
B2AR arrestin: beta2AR (human) beta-arrestin recruitment activity. beta-arrestin recruitment to beta2AR, cell-based reporter. P07550. Potency, µM (series often up to 46.1 µM), without a hit: at the highest dose activation, most hits filed as activators. 0.02% of 330,000 active. AID 492947;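 further: potency means the concentration at half of the fitted maximal effect; 0% = DMSO controls and full agonism = EC100 isoproterenol or metaproterenol; nearly all actives have a fitted effect of over 65% in size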
Target sequence (P07550 whole entry, looked up): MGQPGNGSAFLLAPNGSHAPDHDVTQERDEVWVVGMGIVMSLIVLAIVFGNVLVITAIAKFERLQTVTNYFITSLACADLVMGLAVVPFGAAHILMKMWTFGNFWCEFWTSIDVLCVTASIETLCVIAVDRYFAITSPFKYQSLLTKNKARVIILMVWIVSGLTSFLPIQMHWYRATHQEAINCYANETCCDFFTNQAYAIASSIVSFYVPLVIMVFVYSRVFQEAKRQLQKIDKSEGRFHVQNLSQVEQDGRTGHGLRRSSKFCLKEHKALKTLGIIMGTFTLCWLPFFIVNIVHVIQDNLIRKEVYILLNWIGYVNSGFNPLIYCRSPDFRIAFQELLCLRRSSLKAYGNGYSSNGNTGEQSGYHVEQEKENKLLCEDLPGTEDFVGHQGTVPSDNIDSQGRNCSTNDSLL
Chronic BCR inh: blocks chronic active B-cell receptor signaling; AID 493014; 0.05% of 340,000 active; ABC-DLBCL IkBa-CBG/CBR reporter, luminescence ratio, 4 h; Potency, µM (top dose mostly 46.1 µM), for inactives: at the top dose ratio change, negative = lower green/red ratio, actives largely listed as inhibitors; active means well fitted inhibition curve with a large enough effect in the signal ratio, with a control signal flat, not every such curve was filed as active; inconclusive means small, poorly fitted or top-dose-only effect, or effect the other way, or a change in a side signal; the % refers to the signal ratio;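 further: potency means the concentration at half of the fitted maximal effect; plate controls were basal doxycycline-induced cells for no effect and cells given 10 µM MG132 for full effect; MG132 reads +100%, hits lower the ratio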
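TMD8 ABC-DLBCL cells carrying doxycycline-inducible green luciferase fused to IkappaBalpha plus unfused red luciferase were exposed to compounds (up to 46 uM) for 4 hrs at 37C. Activity came from the overlap-corrected green/red luminescence ratio.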
Mito fusion act: blocks mitochondrial division or promotes mitochondrial fusion. S. cerevisiae fusion-defective mutant growth rescue, CellTiterGlo 48 h. Potency, µM (series often up to 46.1 µM), for the others: at the highest dose growth rescue (activation), actives largely listed as activators. 0.23% of 320,000 active. AID 485298;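 further: potency means the concentration at half of the fitted maximal effect; % of control where 0% means no effect; nearly all actives have a fitted effect of over 45% in size; temperature-sensitive fusion mutants such as fzo1-1 at 37 °C on non-fermentable ethanol glycerol medium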
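Read-out: ATP-based luminescence (CellTiterGlo, 10 min ambient) reporting growth of fusion-defective ts yeast after 48 hours at 37C on glycerol/ethanol YPEG medium in the presence of compound.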
TSG101-PTAP inh: blocks PTAP/TSG101 interaction to inhibit HIV-1 budding. Q99816. Fluorescence polarization, FITC-PTAP peptide / Tsg101 binding. Potency, µM (titrated, usually from 115 µM), for inactives: at the highest dose activity change, negative = inhibition, usual class: inhibitors. 340,000 tested, under 10 active; active means well fitted inhibition curve with a large enough effect in the main read-out, with a control signal flat, not every such curve was filed as active; inconclusive means small, poorly fitted or top-dose-only effect, or effect the other way, or a change in a side signal; inactive means no such curve, though single readings can be large or run the other way; further: potency means the concentration at half of the fitted maximal effect; % of control where 0% means no effect
Target sequence (Q99816 whole entry, looked up): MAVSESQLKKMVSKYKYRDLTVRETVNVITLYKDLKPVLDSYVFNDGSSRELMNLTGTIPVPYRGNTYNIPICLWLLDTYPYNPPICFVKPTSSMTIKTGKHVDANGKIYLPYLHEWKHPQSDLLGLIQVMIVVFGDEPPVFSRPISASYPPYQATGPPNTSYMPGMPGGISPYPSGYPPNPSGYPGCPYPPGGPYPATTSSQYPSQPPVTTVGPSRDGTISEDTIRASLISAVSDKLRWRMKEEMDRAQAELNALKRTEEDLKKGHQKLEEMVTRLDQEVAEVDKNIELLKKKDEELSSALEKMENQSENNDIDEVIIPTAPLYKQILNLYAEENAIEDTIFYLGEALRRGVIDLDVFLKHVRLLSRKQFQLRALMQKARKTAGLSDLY
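Fluorescence anisotropy tracks displacement of a FITC-tagged PTAP peptide (50 nM) from the Tsg101 binding domain (10 uM), following a 20 min room-temperature incubation at pH 7.5.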
TSHR antag: blocks TSH signaling through the human TSH receptor; 0.2% of 330,000 active; P16473; TSHR-expressing cells, TSH-stimulated cAMP HTRF, 2 h; active compounds read low; activity change, negative = inhibition, % at 11.5 µM;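 active means activity change below a set negative limit, meaning inhibition stronger than a set level, cut at about -70% in these data; inconclusive means activity change between two set negative limits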; further: on the % scale 0 is the no-effect control and ±100 the full control effect
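Antagonism was scored as loss of TSH-driven cAMP in TSHR cells, stimulated with 4nM TSH (EC80) for 2 hours at 37 deg C and detected by homogeneous HTRF competition immunoassay.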
ELG1 DNA repair: blocks ELG1-dependent DNA repair in HEK293T cells; HEK293T ELG1-luciferase reporter, luminescence, 16 h; DNA damage induced by 5-fluorouridine; Potency, µM (series often up to 46.1 µM), inactives show at the highest dose activity change, negative = inhibition, usual class: inhibitors; 2.3% of 330,000 active; AID 504467; further: potency means the concentration at half of the fitted maximal effect; on the % scale 0 is the no-effect control and ±100 the full control effect; nearly all actives have a fitted effect of over 55% in size
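In this reporter screen, reduction of luminescence relative to DMSO vehicle indicated activity. Compounds and 5-fluorouridine were added together to 2,000 cells per well, incubated for 16 hr at 37 °C, then developed with ONE-Glo.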
uPA surface inh: blocks generation of uPA at the cell surface; cell surface uPA generation assay, qHTS; Potency, µM (series often up to 38.3 µM), for the others: at the top dose activity change, negative = inhibition, hits mostly inhibitors; 0.31% of 330,000 active; AID 540303; active means well fitted inhibition curve with a large enough effect; inconclusive means small, poorly fitted or top-dose-only effect; inactive means no such curve, though single readings can be large or run the other way; tested in mouse RAW 264.7 cells; further: potency means the concentration at half of the fitted maximal effect; on the % scale 0 is the no-effect control and ±100 the full control effect; nearly all actives have a fitted effect of over 55% in size
Eya2 inh: blocks the phosphatase activity of human Eya2; O00167; recombinant Eya2, OMFP fluorescence dephosphorylation (OMFP is methylfluorescein phosphate); Potency, µM (highest dose often 76.9 µM), for the others: top-dose activity, negative = inhibition, usual class: inhibitors; 0.006% of 330,000 active; AID 488837; further: potency means the concentration at half of the fitted maximal effect; on the % scale 0 is the no-effect control and ±100 the full control effect
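Eya2 (0.2 uM) preincubated 10 min at ambient with compound, then OMFP substrate added at 50 uM; 10 min reaction in 50 mM HEPES pH 7.5, 50 mM NaCl, 5 uM MgCl2, 0.05% BSA, 1 mM DTT. Fluorescence read at Ex 485/Em 525 nm.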
TCR act: activators of T cell receptors | 330,000 tested, under 10 active | primary human leukocytes, anti-CD3, IL-2 HTRF, 48 h | Potency, µM (top dose mostly 9.22 µM), without a hit: top-dose activation of IL-2 secretion, actives largely listed as activators; further: % of control where 0% means no effect
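Using a-CD3 beads without co-stimulation, primary human leukocytes were exposed to compounds for 48 hr. An HTRF IL-2 kit measured the cytokine, with europium-to-d2 energy transfer producing emission at 665nm upon 320nm excitation.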
The depositor's hits bear a star; ? = inconclusive; . = no result given; [ ] = dose if it differs, or a comment. Unless noted, the call rests on the fitted dose curve; in most records, active means well fitted curve in the direction sought with a large enough effect; inconclusive means small, poorly fitted or top-dose-only effect, or another doubt; inactive means no such curve, though single readings can be large; an effect the other way counts as inactive or inconclusive.

SMILES	Tb PFK inh	USP2a inh	B2AR arrestin	Chronic BCR inh	Mito fusion act	TSG101-PTAP inh	TSHR antag	ELG1 DNA repair	uPA surface inh	Eya2 inh	TCR act
O=C(c1ccco1)N1CCN(C(=O)C(c2ccccc2)c2ccccc2)CC1	-3%	-2%	-0.3%	-17%	-1%	0%	-4	0%	-1%	2%	1%[46.1 µM]
CCOC(=O)c1[nH]c2ccccc2c1NC(=O)C1CCCCC1	-3%	-5%	-1.0%	-24%	-2%	1%	27	24%	5%	0%	-2%[46.1 µM]
CC(=O)c1cn(CC(=O)Nc2ccc(C)c(C)c2)c2ccccc12	-1%	1%	0.1%	-1%	5%	-1%	-7	2.1µM*	3%	-4%	1%
COc1ccccc1NC(=O)Cn1nnc(-c2ccccc2NC(=O)c2cccs2)n1	3%	1%	0.0%	-3%	3%	-5%	-2	?	2%	-16%	0%
COc1ccccc1CC(=O)NC1CCN(Cc2ccccc2)CC1	-5%	7%	-0.4%	?	1%	-3%	4	-5%	4%	?	-2%
COc1cc(OC)cc(C(=O)NCC(=O)NCc2ccccn2)c1	3%	5%	-0.1%	5%	.	2%	.	0%	12%	5%	-4%
O=C(Nc1nc(-c2cc(F)ccc2F)cs1)c1ccccn1	-7%	0%	0.0%	?	-6%	-2%	-4	0%	3%	7%	1%
Cc1cc(C)cc(N(CC(=O)NC2CCCCC2)C(=O)c2ccc(C)s2)c1	-5%	2%	-0.3%	-2%	1%	-2%	11	-19%	4%	-4%	-1%
O=C(Nc1cccc(Cl)c1)c1cc(S(=O)(=O)N2CCOCC2)cs1	3%	-1%	0.5%	?	-1%	1%	1	-3%	-24%	-1%	4%
CCOc1ccc(N2C(=O)CC(NCCc3ccc(S(N)(=O)=O)cc3)C2=O)cc1 (stereo unspecified)	17%	4%	-0.8%	-1%	-4%	-3%	-9	15%	0%	0%	8%
O=C(NCc1ccc2c(c1)OCO2)c1ccc(-n2cnnn2)cc1	22%	0%	-0.3%	-5%	-11%	-1%	22	13%	.	2%	-4%
COc1nc(N)c(C#N)c(-c2ccc(N(C)CCC#N)cc2)c1C#N	0%	0%	-0.9%	?	4%	-5%	-7	16µM*	8%	-10%	-1%
O=C(Cc1c[nH]c2ccccc12)NC1(C(=O)NC2CCCCC2)CCCCC1	-2%	2%	-0.4%	?	21%	0%	13	8%	2%	8%	-4%[46.1 µM]
Cc1ccc(NC(=O)CSCC(=O)N2CCN(Cc3ccc4c(c3)OCO4)CC2)cc1	0%	3%	0.3%	4%	-1%	.	2	7%	-3%	-4%	0%
CSc1ncccc1C(=O)N1CCCC(C(=O)c2ccc3ccccc3c2)C1 (stereo unspecified)	-3%	2%	0.2%	-1%	4%	-1%	2	?	-3%	-1%	-3%
Cc1cccc(C(=O)OC(C)CN2CCOCC2)c1 (stereo unspecified)	2%	2%	-0.2%	2%	5%	1%	-3	?	-1%	15%	1%
Cc1cc(C(=O)CN2C(=O)NC3(CCC(C)CC3)C2=O)c(C)n1C (stereo unspecified)	4%	1%	0.1%	-2%	0%	-3%	6	8%	0%	8%	.
CCN(CCNC(=O)CCCn1nc(C)n2c(cc3sccc32)c1=O)c1ccccc1	-3%	0%	0.3%	-15%	4%	0%	-7	?	5%	14%	-11%
NS(=O)(=O)c1cccc(NC(=O)COC(=O)Cn2cc(C(F)(F)F)ccc2=O)c1	0%	6%	0.2%	4%	-3%	-2%	8	3%	7%	1%	.
Nc1nnc(SC2CCCC2)s1	-4%	3%	-0.2%	?	-11%	0%	1	?	2%	5%	-1%[46.1 µM]
CCOC(=O)[C@H]1[C@H]2COc3ccccc3[C@@H]2N2C(=O)c3cc(F)ccc3NC(=O)[C@@]12C	-1%	5%	4.0%	?	8%	-1%	3	25%	0%	-11%	5%
CC1(C)CC(NC(=O)CCc2nnc(CCCCc3ccccc3)o2)CCO1 (stereo unspecified)	0%	-3%	0.5%	9%	-2%	2%	11	-17%	3%	1%	-1%
CC1c2cc3c(cc2CCN1C(=O)c1cccc(Cl)c1)OCCCO3 (stereo unspecified)	-9%	4%	0.9%	-18%	3%	3%	-6	?	-5%	-10%	1%
CCCn1c(=O)c2ccccc2n2c(SCCOc3ccc(C)cc3)nnc12	0%	-1%	-1.2%	6%	20%	-7%	-16	-3%	1%	-7%	.
COc1ccccc1NC(=O)/C(C#N)=C/c1cc([N+](=O)[O-])ccc1N1CCCC1	2%	1%	-0.2%	?	9%	?	8	-17%	8%	1%	2%[46.1 µM]
CC(C)Oc1ccc(C(=O)Nc2nc3ccccc3[nH]2)cc1	-3%	-1%	0.0%	?	-8%	0%	-7	?	-3%	0%	2%
COc1ccc(Cl)cc1NS(=O)(=O)c1cccc(C(=O)NC2CCC(O)CC2)c1 (stereo unspecified)	-5%	2%	0.2%	3%	-7%	0%	4	7%	-1%	4%	-5%
COc1ccc(Cn2nnc3c(=O)[nH]c(C4CCCN(C(=O)c5ccccc5)C4)nc32)cc1 (stereo unspecified)	6%	0%	-0.8%	-24%	1%	-13%	5	-2%	7%	1%	0%[46.1 µM]
O=C(COC(=O)CCNS(=O)(=O)c1ccccc1)NC1CC1	4%	0%	0.2%	2%	.	-12%	5	10%	-1%	8%	.
COc1ccccc1-n1cc(C(=O)NCC(=O)N2CCN(Cc3ccccc3)CC2)c2ccccc2c1=O	3%	0%	-0.2%	0%	3%	-5%	11	-5%	1%	-3%	2%
O=C(NC1=NCCS1)c1cc(-c2ccccc2)nn1-c1ccccc1	-3%	2%	-0.5%	?	-1%	-2%	-24	-3%	3%	-1%	-3%
COc1ccccc1Nc1nn2c(=O)c3ccc(C(=O)N4CCCC(C)C4)cc3nc2s1 (stereo unspecified)	5%	1%	0.1%	5%	29%	-1%	-11	?	-10%	1%	1%
Cc1nn(CC(=O)NC(=O)NC2CCCC(C)C2C)c(=O)c(C#N)c1C (stereo unspecified)	-3%	-1%	0.0%	4%	4%	-2%	6	1%	2%	-35%	-1%
O=C(NCc1cccnc1)C1CCN(S(=O)(=O)c2cccs2)CC1	1%	1%	-0.3%	6%	-1%	-2%	8	?	.	3%	6%
COc1cccc2cc(/C(=N/O)c3ccc(Br)cc3)oc12	-4%	4%	0.1%	?	13%	-9%	28	-14%	?	5%	0%
S=C(c1ccc(N2CCOCC2)cc1)N1CCCCC1	0%	2%	0.4%	-5%	-1%	-6%	-1	6%	7%	-6%	-5%[46.1 µM]
O=C1CC(c2ccco2)CC(O)=C1C=NCCN1CCN(C2CC(=O)N(c3ccccc3)C2=O)CC1 (stereo unspecified)	4%	4%	-0.2%	-30%	0%	-5%	3	-1%	-1%	6%	-8%
Cc1ccccc1NC(=S)N(C)Cc1cccs1	4%	4%	-0.6%	-8%	-7%	-6%	-2	10%	-4%	2%	-19%
Cn1c(=O)oc2cc(S(=O)(=O)NCCN3CCCCCC3)ccc21	1%	3%	-0.6%	3%	-2%	-2%	21	-4%	5%	-1%	0%
COc1ccc(CCNC(=O)CSc2nc3[nH]ncc3c(=O)n2-c2ccccc2OC)cc1OC	-2%	0%	-0.5%	-7%	-4%	-3%	5	5%	13%	-1%	-3%
O=C(Cc1ccccc1)NCC(=O)N/N=C/c1ccc(Cl)cc1	-5%	11%	-0.8%	5%	10%	4%	1	13%	1%	25%	-1%
COc1ccc(OC)c(C2C(C(C)=O)=C(O)C(=O)N2c2ccc(O)cc2)c1 (stereo unspecified)	2%	1%	-0.4%	-1%	-1%	-4%	9	-5%	7%	-7%	2%
CCN1C(=O)[C@H]2[C@@H](c3ccc(OC)cc3)N3C(=O)CN(CCOC)C(=O)[C@@]3(Cc3ccccc3)[C@H]2C1=O	-1%	1%	-0.3%	7%	4%	0%	-2	-7%	0%	13%	-3%
O=[N+]([O-])c1cccc(/C([O-])=C(/C(=S)Nc2ccccc2F)[n+]2ccccc2)c1	5%	0%	-0.6%	-21%	-1%	-2%	5	15%	0%	10%	3%
CC(C)CCN1CCN(Cc2ccc(C(F)(F)F)cc2)CC1CCO (stereo unspecified)	0%	-1%	0.0%	-15%	-3%	-1%	-7	-6%	3%	0%	-4%
